# SNCA expr inh: reduces expression of the alpha-synuclein gene | HEK-293 SNCA-luciferase knock-in, luminescence, 24 h | Potency, µM (series often up to 57.2 µM), inactives show top-dose activity change, negative = inhibition, most hits filed as inhibitors | actives 0.17% (n = 140,000);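 further: potency means the concentration at half of the fitted maximal effect; plate controls were DMSO cells for no effect and cell-free wells for full effect; nearly all actives have a fitted effect of over 45% in size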
# SNCA viab count: reduces viability of HEK-293 SNCA reporter cells. HEK-293-SNCA-luc viability, GF-AFC fluorescence, 24 h. Potency, µM (series often up to 57.1 µM), without a hit: at the top dose activity change, negative = cytotoxicity, actives largely listed as cytotoxic. actives 0.12% (n = 150,000);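 further: potency means the concentration at half of the fitted maximal effect; 0% = DMSO-treated cells and -100% = medium-only wells without cells; nearly all actives have a fitted effect of over 30% in size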
#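 HEK-293-SNCA-luc cells (1500/well) plated 24 h, then exposed 24 h to a dilution series; GF-AFC added 30 min at 37C, fluorescence 405/540 nm; normalised to medium-only and DMSO wells, Hill fit.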
# HEK cytotox: kills HEK 293 cells; AID 1345083; actives 6.6% (n = 94,000); HEK 293 viability, ATP luminescence (CellTiter-Glo), 48-72 h; Potency, µM (titrated, usually from 115 µM), inactives show top-dose activity change, negative = cytotoxicity, most hits filed as inhibitors; further: potency means the concentration at half of the fitted maximal effect; nearly all actives have a fitted effect of over 60% in size
#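 Viability of HEK 293 cells, plated at 250 cells/well, was judged by cellular ATP after compound treatment for 48 or 72 hr. Luminescence was imaged 10 min after CellTiter-Glo addition at room temperature.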
# IP6K1 inhibitor: inhibitors of human IP6K1 | Q92551 | IP6K1 kinase, ADP-Glo luminescence, 2 h; hits give low values | activity change, % (series mostly up to about 58 µM) | actives 0.81% (n = 140,000) | AID 1645851; in the data active means activity change below about -25%
#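 ADP-Glo luminescence measures ADP made by human IP6K1 during a 2 h RT reaction with ATP/IP6 (mix at 1.3 mM/130 uM); top library doses 57.5 and 19.1 uM final.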
# FLuc inh: inhibitors of firefly (Photinus pyralis) luciferase; purified P. pyralis luciferase, luminescence, biochemical; actives 2.5% (n = 76,000); Potency, µM (top dose mostly 115 µM), for inactives: at the highest dose activity change, negative = inhibition, hits mostly inhibitors; further: potency means the concentration at half of the fitted maximal effect; nearly all actives have a fitted effect of over 65% in size
# Target sequence (P08659 whole entry, looked up): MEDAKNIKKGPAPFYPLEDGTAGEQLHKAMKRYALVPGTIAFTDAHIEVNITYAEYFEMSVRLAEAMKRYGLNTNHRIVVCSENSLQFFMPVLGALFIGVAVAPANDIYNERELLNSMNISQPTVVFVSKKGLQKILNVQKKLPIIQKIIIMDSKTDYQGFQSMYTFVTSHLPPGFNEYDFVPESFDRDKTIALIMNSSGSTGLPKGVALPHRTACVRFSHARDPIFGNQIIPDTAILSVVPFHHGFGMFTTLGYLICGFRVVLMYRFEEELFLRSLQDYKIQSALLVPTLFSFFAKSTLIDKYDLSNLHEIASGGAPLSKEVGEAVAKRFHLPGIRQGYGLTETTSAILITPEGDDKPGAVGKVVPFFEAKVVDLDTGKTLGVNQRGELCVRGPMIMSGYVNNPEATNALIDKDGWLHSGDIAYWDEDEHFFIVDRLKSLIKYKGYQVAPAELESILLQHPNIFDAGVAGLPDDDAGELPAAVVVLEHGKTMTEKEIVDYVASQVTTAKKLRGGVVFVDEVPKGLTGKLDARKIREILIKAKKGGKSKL
#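 Purified P. pyralis luciferase (10nM final) in 50mM Tris acetate pH 7.5, 10mM Mg acetate, 0.01% Tween-20, 0.05% BSA with 10uM D-luciferin and 10uM ATP. Compounds titrated qHTS. Luminescence imaged on CCD.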
# GPT2 inhibitor: GPT2 alanine aminotransferase inhibition; Recombinant GPT2, coupled pyruvate oxidase/HRP Amplex Red fluorescence; Potency, µM (top dose mostly 57.7 µM), for inactives: at the highest dose activity change, negative = inhibition, most hits filed as inhibitors; Q8TD30; actives 0.25% (n = 100,000); further: potency means the concentration at half of the fitted maximal effect; nearly all actives have a fitted effect of over 60% in size; many of its hits are not listed in these tables
# Target sequence (Q8TD30 whole entry, looked up): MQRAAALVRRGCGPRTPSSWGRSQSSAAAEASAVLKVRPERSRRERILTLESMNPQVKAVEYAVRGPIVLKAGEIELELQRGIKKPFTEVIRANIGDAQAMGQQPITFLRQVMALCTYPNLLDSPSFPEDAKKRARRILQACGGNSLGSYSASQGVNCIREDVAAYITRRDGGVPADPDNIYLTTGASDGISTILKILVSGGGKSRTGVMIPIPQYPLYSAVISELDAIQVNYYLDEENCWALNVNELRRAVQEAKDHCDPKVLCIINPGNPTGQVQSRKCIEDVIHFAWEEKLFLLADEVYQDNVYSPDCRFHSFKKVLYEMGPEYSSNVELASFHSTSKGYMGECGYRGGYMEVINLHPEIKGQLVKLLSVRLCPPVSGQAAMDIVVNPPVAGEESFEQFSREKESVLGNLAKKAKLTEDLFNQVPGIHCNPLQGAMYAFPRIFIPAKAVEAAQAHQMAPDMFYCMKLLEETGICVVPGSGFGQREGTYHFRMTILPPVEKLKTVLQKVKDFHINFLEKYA
#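 Inhibition is scored from Amplex Red fluorescence generated when pyruvate oxidase and HRP act on pyruvate released by GPT2. Reactions contain 10ng/uL enzyme, 250uM a-KG and 2mM L-alanine and run 30 min at room temperature.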
# NIH3T3 tox: kills NIH 3T3 cells. NIH 3T3 viability, CellTiter-Glo ATP luminescence, 48-72 h. Potency, µM (doses to about 96.7 µM), for inactives: at the highest dose activity change, negative = cytotoxicity, most hits filed as inhibitors. actives 4.3% (n = 94,000); further: potency means the concentration at half of the fitted maximal effect; nearly all actives have a fitted effect of over 55% in size
#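 NIH 3T3 cells at 400 cells/well received 23 nL of compound by pintool and were incubated 48 or 72 h at 37 °C. Viability was read as ATP-coupled CellTiter-Glo luminescence.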
# Active calls of the source: *; i = inactive; ? = inconclusive; . = no result given; [ ] = another dose, or the depositor's remark. Unless noted, the call rests on the fitted dose curve; in most records, active means well fitted curve in the direction sought with a large enough effect; inconclusive means small, poorly fitted or top-dose-only effect, or another doubt; inactive means no such curve, though single readings can be large; an effect the other way counts as inactive or inconclusive. Unless noted, on the % scale 0 is the no-effect control and ±100 the full control effect.
SMILES,SNCA expr inh,SNCA viab count,HEK cytotox,IP6K1 inhibitor,FLuc inh,GPT2 inhibitor,NIH3T3 tox
CCN1CCN(c2ccc(C(=O)N3CCC(N4CCOCC4)CC3)cn2)CC1,-9%,7%,-20%,7,2%,1%,-2%
O=C(NC1CCC(O)CC1)C1CCCN(c2nc(-c3ccccc3)nc3c2CCC3)C1 (stereo unspecified),50%[activator],-22%,?,-6,6%,-3%,?
O=C(Nc1ccccc1F)N1CC2CCC(C1)N2CC1CCCC1,28%,-1%,-18%,-1,.,-12%,-16%
O=C(c1ccccc1)N1CCN(C(=O)c2nc3cccnc3n(C3CCCC3)c2=O)CC1,-6%,6%,-2%,-5,.,-2%,-11%
COc1ccc(NC(=O)C2=C(C)Nc3ncnn3C2c2sccc2C)cc1 (stereo unspecified),9%,-5%,.,0,.,.,.
COc1ccc(S(=O)(=O)N2CCCC(Cn3c(C4CC4)nc4cccnc43)C2)cc1 (stereo unspecified),18%,?,?,-13,-9%,4%,?
CN1[C@@H](CCC(=O)NCc2cccnc2)CNC(=O)[C@@H]2[C@H]1CCN2Cc1cccc(Cl)c1,-11%,4%,4%,10,-1%,-6%,i
COc1ccccc1Nc1ccnc(N2CCC[C@H]2C(=O)NC2CCCCC2)n1,4%,-14%,?,-7,.,1%,?
COc1ccc(C(=O)N[C@@H]2CCC[C@@H]2C(=O)NCCC(C)C)cn1,-1%,-28%,i,15,-5%,1%,2%
COc1ccc(CN2CC[C@H](c3nnc(-c4ccccc4)o3)C2)cc1,17%[87.6 µM],2%[87.6 µM],?,2,?,-3%[88.5 µM],?
O=C1[C@@H]2C[C@@H](CN2Cc2cccc(Cl)c2)Oc2ccccc2N1CC1CC1,-26%[87.6 µM],-30%[87.6 µM],?,5,-3%[172 µM],-10%[88.5 µM],?
CCOc1ccccc1NC(=O)c1cc2c(N3CCSCC3)nc(C)cn2n1,13%,2%,35µM*,8,4%,-4%,?
CCOc1ccc(CC(=O)NCCc2csc(-c3ccc(C(F)(F)F)cc3)n2)cc1,438%[activator],?,.,2,.,.,.
Cc1nc(CNC(=O)c2cc(S(N)(=O)=O)ccc2F)cc(=O)[nH]1,-5%,0%,-21%,15,14%,i,-3%
O=C(C[C@H]1NC(=O)c2ccccc2NC1=O)NCCc1c[nH]c2ccc(F)cc12,4%,-2%,1%,15,-8%,-3%,4%
CCN(CC)c1ccc(CN(C(=O)Cc2coc3ccc(C)cc23)C2CCS(=O)(=O)C2)cc1 (stereo unspecified),-8%,-20%,.,-1,.,.,.
CCC(C)NC(=O)Cn1c(=O)n(Cc2ccc(C(=O)NCc3ccc(C)cc3)cc2)c(=O)c2ccccc21 (stereo unspecified),28%,3%,.,-11,.,.,.
COc1cccc(CNC(=O)C2CN(C3CCCCC3)C(=O)N2)c1 (stereo unspecified),5%[87.6 µM],5%[12.5 µM],-12%[172 µM],21,.,i,-9%[138 µM]
O=C(c1ccc(F)cc1)N1CCC(N2CC3CC(C2)[C@H]2CCCC(=O)N2C3)CC1 (stereo partly specified),-1%,4%,5%,-3,8%,i,i
COc1ccc(CCNC(=O)c2ccc(Cn3c(SCC(=O)NCCC(C)C)nc4cc5c(cc4c3=O)OCO5)cc2)cc1OC,-9%,-5%,.,-9,.,.,.
c1ccc(OCc2nc(C3CCCNC3)no2)cc1 (stereo unspecified),29%,-4%[12.5 µM],12%,4,-4%,1%,-13%
OC(c1cc2n(n1)CCN(Cc1cc(C3CC3)on1)C2)C1CC1 (stereo unspecified),3%,-4%,i,2,-3%,i,-2%
O=C(c1cn(C2CNC2)nn1)N1CCCC1,34%[activator],-3%,1%,10,-9%,i,-2%
COc1ccc(CCNC(=O)Cn2cc(C(=O)c3ccccc3)c(=O)c3ccc(C)nc32)cc1OC,-10%,-27%,.,-1,.,.,.
CC(C)NC(=O)NCC1Cn2cccc2CN1C (stereo unspecified),-16%,3%,-4%,-2,-6%,3%,-1%
CC(C)NC(=O)C1CCC(=O)N1C1CCN(C(=O)c2ccc3c(c2)OCO3)CC1 (stereo unspecified),-4%,17%,?,8,.,1%,-12%
COc1ccc(-c2cc(-c3cnn(C)c3)cn3cncc23)cc1,-27%[87.6 µM],-14%[87.6 µM],?,-16,11%[172 µM],?,35µM*
Clc1ccc(C2Cn3nnc(-c4nc(-c5ccccc5Cl)no4)c3CO2)cc1 (stereo unspecified),81%[activator],4%,-18%,-11,-24%,i,-23%
COc1cccc(CCC(=O)N2CCC(Cc3nc(-c4ccccc4)no3)CC2)c1,-7%,10%,?,0,-3%,i,?
CNC(=O)[C@@H]1C[C@H](Oc2ccccc2)CN1C(=O)c1ocnc1C,12%,4%,-5%,27,-2%,-14%,-9%
CNS(=O)(=O)c1cn(CC(=O)N2CCN(c3ccc(OC)cc3)CC2)cc1S(=O)(=O)NC,0%,-3%,.,2,.,.,.
COc1nccnc1NC1CCN(C(=O)c2cccc(C)c2)CC1,-9%,1%,-9%,18,8%,i,-9%
COC(=O)c1ccc(NC(=O)C(=O)NCC(c2cccnc2)N2CCc3ccccc32)cc1 (stereo unspecified),35%[activator],-4%,.,-4,.,.,.
Cc1ncccc1C(=O)N1CCC2(CC1)CC(N(Cc1ccc(F)cc1)C1CC1)CCO2 (stereo unspecified),-13%,-6%,?,12,9%,i,-21%
COc1ccc(CCNC(=O)CC(c2ccccc2OC)c2c[nH]c3ccccc23)cc1OC (stereo unspecified),-9%,-8%,?,19,-2%,i,?
O=C1COc2ccc(-c3ccc4c(c3)OCO4)nc2CN1Cc1ccc(C(F)(F)F)cc1,10%,10%,-39%,0,0%,-2%,?
C[C@H]1CN(C(=O)CCCc2ccccc2)C[C@@H]1c1nc(-c2ccccc2)no1,70%[activator],7%,?,1,?,i,?
Cc1ccccc1NC(=O)N1CCC(CCNC(=O)Cc2ccsc2)CC1,5%,4%,-2%,-6,4%,-6%,i
COc1ccc(NC(=O)CNS(=O)(=O)c2cccs2)c(OC)c1,38%[activator],-2%,.,4,.,.,.
O=C(NC1CCCCC1)c1nc2sccn2c1-c1cccnc1,-5%,-6%,-8%,-2,.,0%,-28%
Fc1ccc(-c2nnc3ccc(NC4CCC4)nn23)nc1,-20%[87.6 µM],0%[87.6 µM],-29%[230 µM],-15,5%[230 µM],-5%[88.5 µM],?
O=Cc1ccc(N2CCN(C(=O)c3ccncc3)CC2=O)cc1,-4%,5%,4%,1,.,-5%,-1%
O=C(NCCc1cccs1)c1ccc(CN2C(=O)NC3(CCOCC3)C2=O)cc1,12%,6%,-19%,37,-1%,i,-6%
N#Cc1cccc(C(=O)N2CCC(N3C(=O)[C@H]4CN(Cc5ccccc5)C[C@H]4C3=O)CC2)c1,-34%,5%,?,32,.,i,?
CC(C)(CC(=O)O)CC(=O)N1Cc2[nH]cnc2C[C@H]1c1nc(-c2ccc3ccccc3c2)no1,-23%,1%,i,6,-11%,3%,i

# Arranged by molar mass (lowest first): part of the list above.
SMILES,SNCA expr inh,SNCA viab count,HEK cytotox,IP6K1 inhibitor,FLuc inh,GPT2 inhibitor,NIH3T3 tox
Fc1ccc(-c2nnc3ccc(NC4CCC4)nn23)nc1,-20%[87.6 µM],0%[87.6 µM],-29%[230 µM],-15,5%[230 µM],-5%[88.5 µM],?
O=Cc1ccc(N2CCN(C(=O)c3ccncc3)CC2=O)cc1,-4%,5%,4%,1,.,-5%,-1%
O=C(NC1CCCCC1)c1nc2sccn2c1-c1cccnc1,-5%,-6%,-8%,-2,.,0%,-28%
Cc1ccccc1NC(=O)N1CCC(CCNC(=O)Cc2ccsc2)CC1,5%,4%,-2%,-6,4%,-6%,i
Cc1ncccc1C(=O)N1CCC2(CC1)CC(N(Cc1ccc(F)cc1)C1CC1)CCO2 (stereo unspecified),-13%,-6%,?,12,9%,i,-21%
O=C1COc2ccc(-c3ccc4c(c3)OCO4)nc2CN1Cc1ccc(C(F)(F)F)cc1,10%,10%,-39%,0,0%,-2%,?
N#Cc1cccc(C(=O)N2CCC(N3C(=O)[C@H]4CN(Cc5ccccc5)C[C@H]4C3=O)CC2)c1,-34%,5%,?,32,.,i,?
COC(=O)c1ccc(NC(=O)C(=O)NCC(c2cccnc2)N2CCc3ccccc32)cc1 (stereo unspecified),35%[activator],-4%,.,-4,.,.,.
COc1ccc(CCNC(=O)CC(c2ccccc2OC)c2c[nH]c3ccccc23)cc1OC (stereo unspecified),-9%,-8%,?,19,-2%,i,?
CC(C)(CC(=O)O)CC(=O)N1Cc2[nH]cnc2C[C@H]1c1nc(-c2ccc3ccccc3c2)no1,-23%,1%,i,6,-11%,3%,i
CNS(=O)(=O)c1cn(CC(=O)N2CCN(c3ccc(OC)cc3)CC2)cc1S(=O)(=O)NC,0%,-3%,.,2,.,.,.

# The list goes on:
SMILES,SNCA expr inh,SNCA viab count,HEK cytotox,IP6K1 inhibitor,FLuc inh,GPT2 inhibitor,NIH3T3 tox
COCCN(C)C[C@@H]1CN(C(=O)Cn2ncc3ccccc3c2=O)C[C@@H]1CO,2%,7%,-6%,12,12%,1%,5%
Cc1cccc(N2CCN(C(=O)Cn3c(=O)c4cccn4c4ccc(F)cc43)CC2)c1C,20%,-3%,.,5,.,.,.
COc1ccccc1CNC(=O)c1ccc2nc(-c3ccccc3)c(-c3ccccc3)nc2c1,4%,8%,.,16,.,.,.
c1ccc2[nH]c(CCCn3ccnc3-c3cc4n(n3)CCCNC4)nc2c1,-2%,-21%,i,-9,-15%,i,i
Cc1ccc(NC(=O)Cn2cc(S(=O)(=O)c3ccc(F)cc3)c(=O)c3cc4c(cc32)OCO4)cc1,9%,-3%,.,5,.,.,.
CCCCN(CC)C(=O)CSc1nc2ccccc2c(=O)n1Cc1ccco1,-10%,-21%,.,55,.,.,.
Cc1ccc(CCNC(=O)c2cc3c(s2)-c2ccccc2OC3)cc1,-3%,13%,.,11,.,.,.
Cc1noc(C)c1C(=O)NC1CCCc2c1[nH]c1c(Cl)cccc21 (stereo unspecified),?,-5%,?,-4,3%,-16%,?
CCc1ccc(C2C(C(=O)Nc3ccc(Cl)cc3)=C(C)Nc3ncnn32)cc1 (stereo unspecified),-4%,-15%,.,7,.,.,.
COC(=O)CNC(=O)c1nc(-c2ccccc2OC)c2cnccn12,143%[activator],7%,i,-16,.,-11%,-5%
CCCCN(c1ccccc1)S(=O)(=O)c1cc2c3c(c1)C(C)C(=O)N3CCC2 (stereo unspecified),?,-16%,.,10,.,.,.
CN(CC1CCOCC1)C(=O)c1ccc(Cl)s1,-20%,8%,-14%,17,-15%,i,-12%
O=C(c1cncc(Br)c1)N1CCCN(c2ccnc3ccnn23)CC1,?,2%,?,12,.,i,?
Cc1cn2nc(-c3nc(C4CCCN(C(=O)c5cccs5)C4)no3)cc2c(=O)[nH]1 (stereo unspecified),-4%,5%,?,1,-14%,0%,-19%

# Only part of the results is shown. The share of hits here may be higher or lower than overall.
